TLR4-MyD88 BLA: inhibitors of TLR4-MyD88 association in cells, primary screen, cell-based, HeLa CL3-4, BLA complementation, FRET ratio | Toll-like receptor 4 (Homo sapiens) + Myeloid differentiation primary response protein … | HeLa CL3-4 TLR4/MyD88 BLA complementation | inhibition, % at 8.4 µM | 200,000 compounds, 0.18% hits | AID 861, 2007; in the data active = inhibition above about 25%;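 also: 0% = vehicle and 100% = reference inhibitor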
Target sequence (O00206 whole entry, looked up): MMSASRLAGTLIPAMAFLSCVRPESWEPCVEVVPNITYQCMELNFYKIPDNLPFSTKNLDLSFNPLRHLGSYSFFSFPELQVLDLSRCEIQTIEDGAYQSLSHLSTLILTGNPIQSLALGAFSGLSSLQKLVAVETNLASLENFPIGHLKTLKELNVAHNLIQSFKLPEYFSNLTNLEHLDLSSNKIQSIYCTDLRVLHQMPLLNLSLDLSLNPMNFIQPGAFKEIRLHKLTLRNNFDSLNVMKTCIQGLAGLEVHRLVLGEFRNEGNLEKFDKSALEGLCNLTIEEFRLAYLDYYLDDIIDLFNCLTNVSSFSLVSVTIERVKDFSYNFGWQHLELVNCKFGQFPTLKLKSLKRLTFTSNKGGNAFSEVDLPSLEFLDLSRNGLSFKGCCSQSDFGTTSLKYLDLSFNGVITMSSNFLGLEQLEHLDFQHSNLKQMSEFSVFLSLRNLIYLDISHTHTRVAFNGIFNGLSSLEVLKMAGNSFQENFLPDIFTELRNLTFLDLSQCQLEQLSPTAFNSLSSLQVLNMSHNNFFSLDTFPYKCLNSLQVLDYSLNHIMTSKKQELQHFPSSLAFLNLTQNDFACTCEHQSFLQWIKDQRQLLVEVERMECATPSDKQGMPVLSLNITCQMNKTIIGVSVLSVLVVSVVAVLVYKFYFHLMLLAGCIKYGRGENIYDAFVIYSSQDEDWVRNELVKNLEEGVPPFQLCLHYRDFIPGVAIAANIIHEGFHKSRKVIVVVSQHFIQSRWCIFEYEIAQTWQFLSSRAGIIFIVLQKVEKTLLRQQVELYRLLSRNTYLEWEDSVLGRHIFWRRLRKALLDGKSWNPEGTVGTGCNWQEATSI
Target sequence (Q99836 whole entry, looked up): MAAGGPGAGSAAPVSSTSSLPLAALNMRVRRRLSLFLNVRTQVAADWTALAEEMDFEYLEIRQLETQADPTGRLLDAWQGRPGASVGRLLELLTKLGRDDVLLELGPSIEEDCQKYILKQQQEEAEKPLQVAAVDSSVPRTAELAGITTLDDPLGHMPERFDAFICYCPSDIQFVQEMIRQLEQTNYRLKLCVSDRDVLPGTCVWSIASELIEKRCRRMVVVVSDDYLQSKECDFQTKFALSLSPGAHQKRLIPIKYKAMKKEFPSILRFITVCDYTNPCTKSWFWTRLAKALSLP
Hsp70 activator: Hsp70 transcriptional activators, primary screen, cell-based, HeLa, Hsp70 promoter luciferase, luminescence, 10 µM; activation, % at 10 µM; HeLa Hsp70 promoter luciferase reporter; scaled: vehicle 0, proteasome-inhibitor control 100%; 200,000 compounds, 0.04% hits;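 active = activation above the mean across all tested compounds plus 3 SD, cutoff set per campaign, cut at about 5.5% in these data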;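 also: 100% = MG132 at 30 µM as the positive control and 0% = DMSO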
G6PDH counter: L. mesenteroides G6PDH inhibitors, counter-screen for G6PDH-coupled screening assays, biochemical, Leuconostoc mesenteroides enzyme; Purified L. mesenteroides G6PDH, diaphorase/resazurin coupled fluorescence, 45 min; AID 1020, 2008; inhibition, % at 5 µM; glucose-6-phosphate dehydrogenase [Leuconostoc mesenteroides]; 200,000 compounds, 0.12% hits
RAM network inh: inhibitors of the yeast RAM network, primary screen, dse1pr::URA3 reporter, 5-FOA selection; S. cerevisiae dse1pr::URA3 reporter, 5-FOA growth OD615, 2 d; analog-sensitive cbk1-as2 kinase mutant strain; inhibition, % at 50 µM; 190,000 compounds, 1.8% hits; AID 868, 2007;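 active = inhibition above a set limit, 3 SD over mean compound inhibition, cut at about 8.4% in these data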;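 also: 0% = DMSO-only wells with no growth and 100% = 10 µM 1-NA-PP1 full growth; inhibition rescues growth on 5-FOA so higher OD means more RAM inhibition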
Diaph act CS: compounds boosting diaphorase resazurin reduction – biochemical, uHTS, resorufin fluorescence, counter-screen for diaphorase-coupled primary assays, primary screen; Diaphorase/resazurin coupled assay, 16 min; stronger effect = higher value; 1 = vehicle wells, 0 = NADH-free wells; activation factor at 20 µM; 190,000 compounds, 0.005% hits;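 active = diaphorase activity raised at least twofold by the compound at 20 µM; inactive = activation factor below 2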
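Test system: Clostridium kluyveri diaphorase, purified enzyme; input: enzyme 0.07 U/mL final; buffer or medium: 50 mM HEPES pH 7.4 with 4.542 mM MgCl2, 0.005% Tween 20; also added: 0.114 mM NADH and 0.1 mM resazurin, final amounts; schedule: 16 min enzyme reaction, ambient temperature; technique: fluorescence of resorufin, 544 nm excitation, 590 nm emission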
PMI act hi M6P: human PMI activators, high substrate, primary screen, biochemical, fluorescence intensity, near-saturating mannose 6-phosphate; activation factor at 20 µM; coupled PMI enzyme assay, resazurin fluorescence, 20 min; stronger effect = higher value; 1 = untreated enzyme, 0 = substrate-free blank; 190,000 compounds, 0.34% hits; Mannose-6-phosphate isomerase (Homo sapiens), P34949;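 active = activation factor of 2 or more at 20 µM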
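Test system: human phosphomannose isomerase with PGI, G6PDH, diaphorase coupling enzymes / Doses: 20 µM compound, 1% DMSO / Times: enzyme reaction with compound 20 min at room temperature / Measured by: Diaphorase-driven resazurin-to-resorufin fluorescence, excitation 544, emission 590 nm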
Diaphorase inh: diaphorase inhibitors and chemical oxidizers, primary screen, counter-screen for diaphorase-coupled primary assays, biochemical, uHTS, resorufin fluorescence; diaphorase resazurin-to-resorufin fluorescence, NADH, 16 min; bacterial (C. kluyveri) enzyme, not human; inhibition, % at 20 µM; 190,000 compounds, 0.69% hits;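 active = primary screen inhibition at 20 µM above a set limit, cut at about 50% in these data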;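 also: plate controls were DMSO with full reaction for no effect and wells lacking NADH for full effect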
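Assay system: diaphorase enzyme from Clostridium kluyveri; Input: enzyme working solution with 0.14 U/mL diaphorase; Timing: 16 min at room temperature; Technique: resorufin fluorescence, excitation 544 nm, emission 590 nm; Benchmarks: positive control minus NADH, DMSO neutral control.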
Redox H2O2 prof: compounds producing H2O2 with reducing agent – biochemical, NIH compound library profiling, artefact control for MLSCN library redox annotation, primary screen; AID 878, 2007; 200,000 compounds, 0.03% hits; DTT-dependent redox cycling H2O2, phenol red/HRP absorbance; 100% = 100 µM peroxide control, 0% = buffer; activation, % at 10 µM;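 active = activation of at least 50% relative to the plate's high and low controls in the primary single-dose screen; inactive = activation below 50%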;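 also: compound incubated with DTT at 0.8 mM final as the reducing agent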
L major viab: Leishmania major promastigote growth inhibition, primary screen; Leishmania major promastigotes, resazurin fluorescence viability; inhibition, % at 10 µM; 200,000 compounds, 9% hits; AID 1063, 2008;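 also: promastigotes grown with compound for 44 hours at 28 °C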
S1P3 antag: S1P3 receptor antagonists, primary screen, cell-based; Sphingosine 1-phosphate receptor 3 (Homo sapiens), Q99500; AID 485, 2006; inhibition, % at 4.98 µM; 170,000 compounds, 0.27% hits; CHO S1P3 NFAT-BLA reporter, FRET fluorescence, antagonist mode;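 active = inhibition above the plate cutoff, the mean inhibition of test wells on that plate plus 3 SD, cut at about 28% in these data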;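 also: cells challenged with S1P at its EC80 of 0.8 µM; blue over green emission ratio from cleaved BLA substrate after 4 h stimulation; 0% = S1P-stimulated wells and 100% = unstimulated DMSO-only wells; some compounds past the cut are filed as inactive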
PMI act: activators of human PMI, primary screen, biochemical, fluorescence intensity, near-Km mannose 6-phosphate; AID 1214, 2008; 190,000 compounds, 0.005% hits; purified human PMI, coupled resazurin fluorescence, 20 min; stronger effect = higher value; 1 = vehicle control, 0 substrate-free wells; activation factor at 20 µM;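 active = activation factor of 2 or more at 20 µM, relative to plate controls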
The depositor's hits bear a star. Rule as the data show it, unless noted: active = inhibition above about 50%; inactive = the rest.

Nc1ccc(Sc2nc3ccccc3[nH]2)cc1 was read as TLR4-MyD88 BLA 16, Hsp70 activator -0.4, G6PDH counter 0, RAM network inh 0.0, Diaph act CS 0.9, PMI act hi M6P 1.1, Diaphorase inh 10, Redox H2O2 prof 0.1, L major viab 3, S1P3 antag 4 and PMI act 1.2.
Screening Cc1ccc([N+](=O)[O-])c(C)[n+]1C returned TLR4-MyD88 BLA 4, Hsp70 activator 0.1, G6PDH counter 6, RAM network inh 2.0, Diaph act CS 1, PMI act hi M6P 0.9, Diaphorase inh -1, Redox H2O2 prof -0.4, L major viab 2, S1P3 antag -9 and PMI act 0.5.
`Cc1nn(C)cc1/C=N\NC(=O)c1ccc(Cn2cc(Cl)cn2)cc1` gave TLR4-MyD88 BLA -13, Hsp70 activator -0.4, G6PDH counter 5, RAM network inh 0.9, Diaph act CS 1, PMI act hi M6P 1.1, Diaphorase inh 2, Redox H2O2 prof 0.7, L major viab -8, S1P3 antag 7 and PMI act 1.1.
`Cc1ccccc1NC(=O)CSc1nc(Nc2ccccc2)nc(N2CCOCC2)n1` gave TLR4-MyD88 BLA 4, Hsp70 activator -0.3, G6PDH counter -16, RAM network inh 3.0, Diaph act CS 0.8, PMI act hi M6P 0.9, Diaphorase inh 21, Redox H2O2 prof 3.6, L major viab -1, S1P3 antag -34 and PMI act 0.9.
Screening O=C(CSc1nnc2ccccn12)Nc1ccc(S(=O)(=O)N2CCOCC2)cc1 returned TLR4-MyD88 BLA 7, Hsp70 activator -0.1, G6PDH counter -2, RAM network inh 1.6, Diaph act CS 0.9, PMI act hi M6P 1.1, Diaphorase inh 8, Redox H2O2 prof -0.3, L major viab -4, S1P3 antag -2 and PMI act 1.1.
CC(C)NC(=O)c1nn2c(C(F)(F)F)cc(-c3ccco3)nc2c1Cl was read as TLR4-MyD88 BLA -4, Hsp70 activator -0.3, G6PDH counter 4, RAM network inh 4.7, Redox H2O2 prof -0.2, L major viab -4 and S1P3 antag -10.
CCn1ncc(Br)c1C(=O)Nc1cc(C)cc(C)c1 was read as TLR4-MyD88 BLA -2, Hsp70 activator 0.1, G6PDH counter -2, RAM network inh 1.1, Diaph act CS 0.9, PMI act hi M6P 1, Diaphorase inh 5, Redox H2O2 prof -0.2, L major viab -3, S1P3 antag 4 and PMI act 0.9.
For Cc1cc2nnc(SC(C)C)n2c2ccccc12 the results were TLR4-MyD88 BLA 11, Hsp70 activator -0.3, G6PDH counter 8, RAM network inh 0.0, Diaph act CS 1, PMI act hi M6P 1.1, Diaphorase inh 5, Redox H2O2 prof 0.6, L major viab 7 and PMI act 1.1.
Screening Cc1ccc(C)c(OCCCC(=O)N2CCOCC2)c1 returned TLR4-MyD88 BLA 3, Hsp70 activator 0.2, G6PDH counter 16, RAM network inh 3.5, Diaph act CS 1, PMI act hi M6P 1, Diaphorase inh 3, Redox H2O2 prof -0.6, L major viab -4, S1P3 antag -1 and PMI act 0.9.
`O=C(N/N=C/c1c[nH]c2ccccc12)c1cc(-c2ccc(-c3ccccc3)cc2)n[nH]1` gave TLR4-MyD88 BLA -8, Hsp70 activator -0.3, G6PDH counter -4, RAM network inh 2.3, Diaph act CS 1, PMI act hi M6P 1, Diaphorase inh 4, Redox H2O2 prof -4.0, L major viab 0 and PMI act 1.
Screening O=C(CCS(=O)NCc1ccccc1)NCc1ccccc1 (stereo unspecified) returned TLR4-MyD88 BLA -11, Hsp70 activator 0.1, G6PDH counter 8, RAM network inh 1.3, Diaph act CS 1, PMI act hi M6P 1.1, Diaphorase inh 1, Redox H2O2 prof -3.9, L major viab -6, S1P3 antag 9 and PMI act 1.3.
Screening CC(C)c1csc(CN2CCC(CO)(Cc3cccc(F)c3)CC2)n1 returned TLR4-MyD88 BLA -2, Hsp70 activator -0.3, G6PDH counter 13, RAM network inh 0.9, Diaph act CS 1.1, PMI act hi M6P 1, Diaphorase inh -11, Redox H2O2 prof -0.3, L major viab -3, S1P3 antag 6 and PMI act 1.
Screening COc1ccc(S(=O)(=O)NCc2ccco2)cc1-c1nnc2c3ccccc3c(C)nn12 returned TLR4-MyD88 BLA -3, Hsp70 activator -0.4, G6PDH counter 8, RAM network inh 1.4, Diaph act CS 0.8, PMI act hi M6P 1, Diaphorase inh 15, Redox H2O2 prof -0.7, L major viab 3, S1P3 antag 18 and PMI act 1.
CC1(C)CC(=O)C2=C(C1)N1C(=C(C#N)C2c2ccc(Cl)cc2)N=C(N)c2ccccc21 (stereo unspecified) was read as TLR4-MyD88 BLA 0, Hsp70 activator -0.1, G6PDH counter 9, RAM network inh 7.0, Diaph act CS 0.7, PMI act hi M6P 0.8, Diaphorase inh 31, Redox H2O2 prof 0.8, L major viab 66*, S1P3 antag 3 and PMI act 0.9.
`CC(C)(C)c1ccc(-c2noc(CCC(=O)NCC3CCCO3)n2)cc1` (stereo unspecified) gave TLR4-MyD88 BLA 6, Hsp70 activator -0.6, G6PDH counter 1, RAM network inh 0.4, Diaph act CS 0.8, PMI act hi M6P 1, Diaphorase inh 18, Redox H2O2 prof 0.2, L major viab 7 and PMI act 1.
O=C(Nc1ccc(-c2nc3ccccc3[nH]2)cc1)c1ccccc1NS(=O)(=O)c1ccc(F)cc1 was read as TLR4-MyD88 BLA -9, Hsp70 activator -0.2, G6PDH counter -1, RAM network inh 6.3, Diaph act CS 0.5, PMI act hi M6P 0.9, Diaphorase inh 47, Redox H2O2 prof 0.0, L major viab -9, S1P3 antag 7 and PMI act 0.9.
`O=C(OCc1ccc(Cl)c(Cl)c1)c1cnccn1` gave TLR4-MyD88 BLA -6, Hsp70 activator -0.2, G6PDH counter 4, RAM network inh 0.4, Diaph act CS 1, PMI act hi M6P 1, Diaphorase inh 4, Redox H2O2 prof -0.2, L major viab -1 and PMI act 1.
For O=C(O)CCN1C(=O)/C(=C\c2ccncc2)SC1=S the results were TLR4-MyD88 BLA 8, Hsp70 activator 0.1, G6PDH counter -2, RAM network inh 0.0, Diaph act CS 1.1, PMI act hi M6P 1, Diaphorase inh -6, Redox H2O2 prof -1.2, L major viab 9, S1P3 antag -23 and PMI act 1.1.
For CCCn1c(=S)[nH]c2cc(C(=O)N3CCc4ccccc4C3)ccc2c1=O the results were TLR4-MyD88 BLA -7, Hsp70 activator 0.0, G6PDH counter 3, RAM network inh 1.9, Diaph act CS 1, PMI act hi M6P 1, Diaphorase inh 2, Redox H2O2 prof -2.6, L major viab -4, S1P3 antag -14 and PMI act 1.1.
For Cc1ccc(Nc2nnc(SCC(=O)N(C)C3CCS(=O)(=O)C3)s2)cc1 (stereo unspecified) the results were TLR4-MyD88 BLA -1, Hsp70 activator -0.2, G6PDH counter 0, RAM network inh 2.5, Diaph act CS 0.8, PMI act hi M6P 0.9, Diaphorase inh 19, Redox H2O2 prof -0.3, L major viab 56*, S1P3 antag 12 and PMI act 0.9.
Screening CCc1c(C#N)c(N)nc(SCC(=O)OCc2ccccc2)c1C#N returned TLR4-MyD88 BLA 12, Hsp70 activator 0.0, G6PDH counter 1, RAM network inh 4.0, Diaph act CS 0.7, PMI act hi M6P 0.9, Diaphorase inh 34, Redox H2O2 prof 2.3, L major viab -5, S1P3 antag -12 and PMI act 0.9.
Cc1ccc(NC(=O)N(C2=NCC(C)S2)c2ccccc2)cc1 (stereo unspecified) was read as TLR4-MyD88 BLA 2, Hsp70 activator -0.1, Redox H2O2 prof -1.0, L major viab 5 and S1P3 antag 4.
`Cc1cc(C)n2nc(S(=O)(=O)NCCc3ccccc3)nc2n1` gave TLR4-MyD88 BLA 4, Hsp70 activator -0.2, G6PDH counter -2, RAM network inh 0.3, Diaph act CS 1, PMI act hi M6P 1.1, Diaphorase inh 0, Redox H2O2 prof -0.2, L major viab -9, S1P3 antag 3 and PMI act 1.
Cc1cccc(/C=N/NC(=O)NC2CCCCC2)c1 was read as TLR4-MyD88 BLA -7, Hsp70 activator -0.5, G6PDH counter 13, RAM network inh 3.1, Diaph act CS 0.9, PMI act hi M6P 1, Diaphorase inh 11, Redox H2O2 prof -0.2, L major viab 42, S1P3 antag -21 and PMI act 1.
For O=C(Cn1nnc2ccccc21)N/N=C\c1cccs1 the results were TLR4-MyD88 BLA 8, Hsp70 activator -0.2, G6PDH counter -3, RAM network inh 1.0, Diaph act CS 0.9, PMI act hi M6P 1, Diaphorase inh 13, Redox H2O2 prof 0.5, L major viab 1, S1P3 antag 1 and PMI act 0.9.
For COc1ccc(S(=O)(=O)Nc2ccc3c(c2)OCCO3)cc1Cl the results were TLR4-MyD88 BLA 7, Hsp70 activator -0.4, G6PDH counter 7, RAM network inh 1.3, Diaph act CS 0.9, PMI act hi M6P 0.9, Diaphorase inh 10, Redox H2O2 prof 1.0, L major viab 71*, S1P3 antag 27 and PMI act 0.9.
Screening COc1cc2[nH]c(=S)n(NC(=O)c3ccccc3)c(=O)c2cc1OC returned TLR4-MyD88 BLA -4, Hsp70 activator 0.2, G6PDH counter 4, RAM network inh 1.8, Diaph act CS 0.9, PMI act hi M6P 1, Diaphorase inh 11, Redox H2O2 prof 0.0, L major viab -4 and PMI act 1.

Screens: PubChem, several laboratories
